# ADAM10 inh: human ADAM10 inhibitors, primary screen, biochemical, QFRET, HTS; inhibition, % at 7 µM; recombinant ADAM10, EDANS/DABCYL FRET peptide cleavage, 3 h; Disintegrin and metalloproteinase domain-containing protein 10 (Homo sapiens), O14672; 0.62% of 370,000 active;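 active = inhibition above a per-campaign cutoff equal to the mean of compounds falling between control-based bounds plus 3 SD, cut at about 20% in these data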;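 also: 0% = DMSO wells while the 100% control is not disclosed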
# DAX1 inh-1: DAX1 (NR0B1) inhibitors, primary screen, cell-based, HEK293, Gal4-DAX1, luciferase luminescence | Nuclear receptor subfamily 0 group B member 1 (Homo sapiens), P51843 | inhibition, % at 6.75 µM | AID 504766, 2011 | 0.99% of 340,000 active | HEK293 Gal4-DAX1 luciferase reporter;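 active = inhibition above the mean over all tested compounds plus 3 SD, cut at about 4.2% in these data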;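 also: 0% = DAX1-transfected cells with DMSO and 100% = empty-vector control cells with DMSO; inhibition shows as a rise in luminescence from relieved DAX1 repression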
# hgDAF-12 ag: H. glycines DAF-12 receptor agonists, primary screen, cell-based, luminescence, HEK293, GAL4 fusion, UAS-luciferase; HEK293 GAL4-hgDAF12 UAS-luciferase reporter, agonist luminescence; normalized to butyrate control; 1.8% of 370,000 active; activation, % at 6.8 µM;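 active = activation above a cutoff set at the mean of all screened compounds plus 3 SD, cut at about 10% in these data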;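 also: 0% = DMSO wells and 100% = sodium butyrate wells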
# SMARCA2 act: SMARCA2 (BRM) function activators, primary screen, cell-based, luminescence, high throughput; MG213 cells, MMTV-luciferase reporter, dexamethasone, overnight; activation, % at 9.1 µM; 1% of 370,000 active; AID 652017, 2013; in the data active = activation above about 7.8%;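 also: 0% = vehicle wells and 100% = reference activator wells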
# hcDAF12 agonist: H. contortus DAF-12 nuclear receptor activators, primary screen, cell-based, luminescence, HEK293, lit1-tk-luc reporter | activation, % at 6.8 µM | 1.4% of 370,000 active | HEK293 hcDAF-12 lit1-tk-luc reporter; 0% DMSO, 100% Δ7-dafachronic acid | AID 652067, 2013;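 active = activation above the mean of all tested compounds plus 3 SD, cut at about 5.5% in these data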;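 also: 100% = response to 3 µM Δ7-dafachronic acid high control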
# DAX1 inh-2: DAX1 (NR0B1) inhibitors on StAR promoter, primary screen, cell-based, luminescence, SF-1 (NR5A1), full-length DAX-1 | 1.1% of 370,000 active | AID 652010, 2013 | HEK293T StAR-luciferase reporter, SF-1/DAX-1 repression relief | inhibition, % at 6.8 µM;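 active = inhibition above the mean over all tested compounds plus 3 SD, cut at about 3.6% in these data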;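 also: 0% = DAX-1 cells with DMSO and 100% = cells lacking DAX-1 with DMSO; higher inhibition means more luminescence from relief of DAX-1 repression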
# PG9 Ab binder: binders of HIV-1 gp120 antibody PG9, primary screen, biochemical, TR-FRET; HIV-1 gp120 / PG9 antibody interaction; TR-FRET gp120-PG9 antibody binding; inhibition, % at 6.7 µM; 0.43% of 360,000 active; AID 624416, 2012; in the data active = inhibition above about 8.5%
# ssDAF-12 act: S. stercoralis DAF-12 nuclear receptor activators, primary screen, cell-based, luminescence, HEK293, GRIP1 co-expression, lit1-tk-luc | HEK293 ssDAF-12/GRIP1 lit1-tk-luc reporter; % of 3 µM dafachronic acid response | activation, % at 6.8 µM | 1% of 370,000 active;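 active = activation above the mean over all tested compounds plus 3 SD, cut at about 0.9% in these data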;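 also: 0% = DMSO-only wells and 100% = 3 µM delta7-dafachronic acid wells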
# ADAM17 inh: ADAM17 inhibitors, primary screen, biochemical, QFRET; Disintegrin and metalloproteinase domain-containing protein 17 (Homo sapiens), P78536; inhibition, % at 6.95 µM; 0.83% of 370,000 active; recombinant ADAM17, EDANS/DABCYL FRET peptide cleavage;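 active = inhibition above the mean of compounds lying between control limits plus 3 SD, set per campaign, cut at about 8.5% in these data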;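 also: 0% = DMSO-only wells as the low control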
# GC-A act: GC-A stimulated cGMP production enhancers – HEK293 GC-A cells, cGMP TR-FRET, EC30 ANP, primary screen; 0% at EC30 ANP, 100% saturating ANP; activation, % at 10 µM; 0.14% of 370,000 active; in the data active = activation above about 40%
# Target sequence (P16066 whole entry, looked up): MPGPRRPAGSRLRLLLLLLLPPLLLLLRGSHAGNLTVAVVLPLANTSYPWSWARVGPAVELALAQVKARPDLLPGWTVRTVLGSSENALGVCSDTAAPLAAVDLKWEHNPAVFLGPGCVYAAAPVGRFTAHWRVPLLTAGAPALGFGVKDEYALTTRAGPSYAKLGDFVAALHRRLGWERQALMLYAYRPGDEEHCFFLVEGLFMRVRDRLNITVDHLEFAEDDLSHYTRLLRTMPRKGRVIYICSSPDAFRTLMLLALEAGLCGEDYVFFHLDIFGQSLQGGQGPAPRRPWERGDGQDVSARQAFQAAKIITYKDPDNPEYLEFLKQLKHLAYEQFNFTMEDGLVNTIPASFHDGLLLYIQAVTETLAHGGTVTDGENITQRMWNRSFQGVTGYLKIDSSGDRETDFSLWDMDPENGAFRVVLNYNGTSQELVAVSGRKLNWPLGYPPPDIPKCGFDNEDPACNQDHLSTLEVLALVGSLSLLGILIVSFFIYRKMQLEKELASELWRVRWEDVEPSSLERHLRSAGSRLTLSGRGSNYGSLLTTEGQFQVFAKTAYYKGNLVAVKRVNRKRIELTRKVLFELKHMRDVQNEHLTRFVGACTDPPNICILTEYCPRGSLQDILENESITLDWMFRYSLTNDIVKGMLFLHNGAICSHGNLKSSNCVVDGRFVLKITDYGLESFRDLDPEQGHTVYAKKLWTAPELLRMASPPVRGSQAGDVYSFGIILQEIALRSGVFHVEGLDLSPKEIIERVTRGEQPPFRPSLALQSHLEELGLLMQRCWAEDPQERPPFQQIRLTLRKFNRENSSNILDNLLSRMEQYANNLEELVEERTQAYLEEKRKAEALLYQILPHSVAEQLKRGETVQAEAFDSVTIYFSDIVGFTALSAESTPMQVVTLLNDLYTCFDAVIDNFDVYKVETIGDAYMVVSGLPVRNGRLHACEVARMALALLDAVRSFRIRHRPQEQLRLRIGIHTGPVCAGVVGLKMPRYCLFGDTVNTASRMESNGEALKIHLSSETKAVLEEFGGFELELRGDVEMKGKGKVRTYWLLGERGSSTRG
# GAA850 FXN act: FXN promoter activators, primary screen, cell-based, luciferase luminescence, HEK293 lucGAA850; HEK293 lucGAA850 FXN promoter luciferase reporter, 24 h; percent of 10 µM SAHA response; activation, % at 6 µM; AID 540364, 2011; 0.56% of 360,000 active;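 active = activation above the average of all compounds screened plus 3 SD, cutoff fixed separately per campaign, cut at about 7.5% in these data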;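 also: 0% = DMSO wells and 100% = 10 µM SAHA wells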
# Starred values were filed as active, the others as inactive; i = inactive; · = not tested or not shown. Rows were taken by chance (roughly 6.8% active in at least one column).
SMILES	ADAM10 inh	DAX1 inh-1	hgDAF-12 ag	SMARCA2 act	hcDAF12 agonist	DAX1 inh-2	PG9 Ab binder	ssDAF-12 act	ADAM17 inh	GC-A act	GAA850 FXN act
COc1cccc(OCCSc2nc(C)c(Cc3ccccc3)c(=O)[nH]2)c1	1.1	0.5	1.0	2.2	-1.1	-0.4	1.5	-1.0	-2.7	0.0	0.5
O=C(N/N=C/c1cccs1)c1n[nH]c2c1CCCC2	-3.5	-5.8	8.9	-0.2	5.9*	0.0	-1.1	-0.4	-2.2	-0.4	-7.2
Cc1cccc(-n2c(Cc3ccccc3)nnc2SCC(=O)N2CCOCC2)c1	15.3	0.7	0.2	-6.9	-0.6	-0.1	0.3	-1.1	11.6*	1.0	0.8
Clc1ccccc1-c1ccc2ncnc(NCc3cccs3)c2c1	9.1	-0.3	-1.8	-2.0	-1.3	-0.2	0.1	-1.5	1.1	8.4	2.0
COc1cc(/C=N/NC(=O)c2cccc(NC(=O)c3ccccc3)c2)ccc1O	16.0	-1.3	-1.2	2.1	-1.4	0.9	-1.6	-1.4	7.3	0.5	-1.7
O=C(COC(=O)c1cc(Br)ccc1O)NCCC1=CCCCC1	0.2	-0.6	1.4	1.5	-0.7	0.9	1.1	-0.4	-1.3	1.1	-0.6
Cc1nn(-c2cccc3cccnc23)c(=O)c2ccccc12	5.0	-1.0	-0.9	2.6	-1.0	-0.6	0.0	-1.5	-0.5	1.3	1.9
CN(C)/C=C/C1=C([N+](=O)[O-])C(c2cccc([N+](=O)[O-])c2)NC(=O)N1 (stereo not given)	4.3	-0.6	0.0	0.3	-1.1	0.6	-2.0	-1.1	1.6	1.7	2.0
COc1ccccc1C(=O)Nc1ccnn1C1CCN(Cc2ccccc2OCCO)CC1	-6.5	-0.2	-2.3	0.1	-1.3	0.7	0.3	-1.2	-4.8	-5.2	1.2
CCC[C@H](CN[C@@H](CNC)[C@H](C)CC)NCCc1cc(C(F)(F)F)cc(C(F)(F)F)c1	1.8	-0.9	1.0	0.6	1.1	0.4	-1.0	-1.0	2.2	0.7	0.7
Cc1ccc(NC(=O)C2CC(=O)N/C(=N/N=C/c3ccco3)S2)cc1 (stereo not given)	-2.1	0.1	-3.9	-0.6	-0.8	-0.3	0.1	-0.7	-0.5	0.2	2.8
Cn1c(SCC(=O)C(C)(C)C)nnc1-c1ccccn1	-4.6	0.8	1.1	0.2	-1.1	0.1	2.7	-0.9	-4.9	3.3	-0.4
COc1ccc(NC(=O)CCCNC(=O)Cn2cnc3sc(C)c(C)c3c2=O)cc1Cl	-13.4	-0.8	0.4	0.5	1.4	1.1	-0.3	-0.3	-2.0	-4.0	-0.7
COc1ccc(C2=CC(c3cccc(OC)c3)n3nnnc3N2)cc1 (stereo not given)	-60.1	1.4	-2.9	1.8	-0.4	-0.4	-1.4	-1.4	-14.5	-0.3	-0.4
COCCN1C=C(C(=O)OC)C(c2ccccc2Cl)C(C(=O)OC)=C1	i	0.4	0.5	-0.8	-1.6	1.2	0.7	-2.3	i	-3.0	0.2
O=C(COC(=O)c1cc([N+](=O)[O-])ccc1N1CCOCC1)c1ccccc1Cl	6.0	0.9	-0.5	-1.3	-0.2	-2.2	-0.9	-0.4	5.3	-0.2	2.9
O=C(O)C(c1ccccc1)N1C(=O)/C(=C\c2ccc(-c3ccc(Br)cc3)o2)SC1=S (stereo not given)	5.6	2.0	0.5	1.7	0.0	-0.7	-2.6	-0.8	-2.4	-15.6	2.3
Cc1cc(O)c(-c2ccno2)cc1Cl	-114.1	0.0	1.8	0.3	-0.8	-1.0	-0.6	-2.2	-34.2	1.7	0.8
C[C@H]1[C@H](N(Cc2cccs2)Cc2cccs2)CC[C@@]23CCCN2C(=O)CCC[C@@H]13	1.8	·	-3.2	·	-1.4	·	·	-2.0	-0.2	-7.3	·
O=C(Nc1ccc(S(=O)(=O)Nc2nccs2)cc1)C1CC(=O)N(c2ccc(Cl)cc2)C1 (stereo not given)	1.0	0.7	-0.2	-0.6	-1.3	0.1	-1.6	-1.7	0.5	2.2	-1.1
COc1ccc2o/c(=N\O)c(C(=O)Nc3ccccc3OC)cc2c1	-119.0	-0.6	5.0	1.9	3.1	0.3	-1.5	-0.5	-36.5	-2.0	5.6
CN1CCN(C(=O)c2cccc(-c3cccc4nccn34)c2)CC1	-46.6	·	0.9	7.0	-0.7	0.3	-1.0	-0.7	-11.3	2.2	2.2
CCN(CC)C(=O)N1CCn2c(nc3ccccc32)C1	-15.1	1.1	-1.9	-3.5	-0.9	0.0	0.5	-0.9	-5.7	1.9	0.1
COc1ccc(NC(=O)c2cncn2-c2ccccc2)cc1	-7.5	2.0	0.5	-0.7	-1.8	-0.3	0.3	-0.6	1.6	-1.5	-1.2
CCCNC(=O)NCCc1ccncc1	-11.5	1.1	0.0	-5.3	-1.6	0.5	0.1	-0.8	-9.7	2.9	0.9
N#CC(=C1C=C(Br)C(=NO)C=C1Cl)c1ccc(Cl)cc1	2.6	0.5	1.6	1.4	1.3	-1.2	-2.0	-1.0	0.7	-0.2	-3.3
Cc1cc(-c2nnc(-c3cccc(Cl)c3)o2)no1	-0.3	1.2	6.3	-1.1	1.5	0.6	0.1	-0.7	-4.0	-4.4	3.2
C=CCNC(=O)CSc1nnc(-c2ccccn2)n1Cc1ccccc1	-8.9	-1.9	0.0	-0.1	-1.2	0.8	-1.5	-1.9	-4.9	1.1	-0.1
O=C1c2oc3ccccc3c(=O)c2C(c2cccc(F)c2)N1CCCO (stereo not given)	-6.2	-0.1	-2.1	-0.9	-0.4	-0.2	-1.4	-1.3	-0.8	-3.4	0.8
C[C@H](CO)N1C[C@H](C)[C@H](CN(C)Cc2ccc(Oc3ccccc3)cc2)Oc2cc(Br)ccc2S1(=O)=O	6.9	1.0	0.3	-4.4	-0.6	-0.8	-1.8	-1.0	4.7	1.9	3.5
CSc1ccccc1OCc1cc(C(=O)N2CCC(c3ccncc3)CC2)no1	6.4	-3.3	-6.7	-3.4	-5.0	-9.0	0.2	-1.9	-0.4	4.4	1.7
CCc1cccc2c(C(=O)CSc3nnc(-c4ccoc4C)n3C)c[nH]c12	2.8	0.0	-0.6	-1.3	-1.8	-0.2	2.4	-1.7	-3.1	-23.4	0.0
CCN(CC(=O)Nc1cccc(OC)c1)CC(=O)Nc1cccc2ccccc12	5.4	0.2	-2.7	-3.9	-1.1	-2.7	0.0	-1.5	-0.5	1.2	-0.7
CCN(CC)S(=O)(=O)c1cccc(C(=O)N/N=C/c2ccc([N+](=O)[O-])o2)c1	-0.8	-2.2	-6.9	-3.4	-0.9	-2.1	0.8	-2.6	-5.6	3.6	1.8
S=C(NCCCN1CCOCC1)NN=C1c2ccccc2-c2ccccc21	-3.7	1.9	1.4	1.8	-1.6	-0.7	-3.9	-0.9	-0.8	-3.2	-1.2
CC(C)[C@H](NC(=O)OCc1ccccc1)C(=O)OCC(=O)NCCc1ccccc1	6.8	0.0	-0.1	-1.4	-2.0	-0.4	-0.5	-1.4	0.7	0.3	1.8
CC(C)c1ccc(CN2C(=O)NC3(CCCCCC3)C2=O)cc1	10.6	0.6	-3.1	-3.9	-0.8	-0.5	0.2	-1.0	-2.0	-1.2	2.4
CNC(=S)NC1CC2CCCC(C1)N2Cc1ccccc1OC (stereo not given)	-1.1	-0.8	-0.1	5.3	1.3	0.2	-2.0	-0.4	0.8	2.1	1.8
O=C(CSc1nccn1-c1ccccc1)NO	-12.8	2.0	1.3	-7.8	-1.4	0.2	-0.4	-1.4	-6.0	1.1	0.1
Cc1cccc(NC(=O)CCN2C(=O)C3C4C=CC(C4)C3C2=O)c1 (stereo not given)	-7.8	1.1	1.0	-3.7	0.4	0.0	1.4	-1.8	-3.5	-3.8	-0.3
COc1cccc(C2CC(c3cccs3)=NN2S(C)(=O)=O)c1 (stereo not given)	-10.0	1.0	1.2	-2.7	1.8	0.1	0.5	-1.1	-3.0	-1.7	2.3
O=C(NC(=S)NCCO)c1sc2ccccc2c1Cl	5.7	0.6	6.9	3.6	0.2	1.1	-0.7	-0.2	-4.0	-2.4	2.7
COc1ccccc1OC(C)C(=O)N1CCN(Cc2ccc3c(c2)OCO3)CC1 (stereo not given)	-3.7	1.6	1.1	2.2	-2.8	-0.5	-1.9	-1.8	-1.8	-1.0	1.3
CCC/C=C/c1ccc(CN2C(C(C)C)C(=O)N(Cc3cn(CCOCOC)nn3)CCS2(=O)=O)cc1 (stereo not given)	9.9	2.5	1.2	-5.8	2.4	0.6	1.4	-0.5	7.5	-0.4	-1.2
CCC(Sc1ncccc1C(=O)OC(C)C)C(=O)N1CCOCC1 (stereo not given)	0.8	-1.2	-1.8	-1.6	-1.6	-0.7	0.2	-2.2	-3.9	-1.7	1.3
CN(C)c1ccnc2sc3c(SCc4ccc(Cl)cc4)ncnc3c12	-4.2	0.5	-2.9	-2.5	1.8	0.9	-1.0	-1.1	-3.1	6.1	1.2
COc1ccc(-c2cc(NC=O)c3ncc(-c4cccc(OC)c4)n3c2)cc1	-39.5	·	7.1	5.6	-0.7	-4.1	0.1	-0.7	-9.1	4.6	-4.2
COc1ccc(NC(=O)COC(=O)CO/N=C(\C)c2ccc3c(c2)OCO3)cc1S(N)(=O)=O	-20.0	-0.1	-0.5	0.3	1.4	1.0	-0.5	-1.2	-1.9	-4.3	0.8
NC1=NC(=O)/C(=C/c2cccc(F)c2)S1	0.9	0.4	0.4	-0.5	-1.6	0.1	-1.5	-0.7	0.3	12.7	2.3
O=C(CCl)Nc1cccc(Oc2ccccc2)c1	3.6	-1.8	-1.7	-2.1	-1.0	-3.5	-0.1	-1.9	-3.1	3.2	-4.0
Cc1ccc(CNC(=O)CSc2nc(C)cs2)cc1	1.6	-1.5	1.8	0.8	-0.5	0.8	-0.4	-1.2	2.6	0.7	0.8
COc1ccc(C(=O)NNC(=O)c2snnc2C)cc1	2.6	0.2	-0.4	2.1	-0.7	0.3	-1.4	-0.3	-1.9	0.2	1.0
COc1ccc(N2CCN(C(=O)COC(=O)c3oc4ccccc4c3C)CC2)cc1	-10.7	0.0	-2.5	-2.2	-0.9	-1.1	-2.5	-1.2	2.7	2.2	-1.2
CC(C)N1CCN(c2ccc(S(=O)(=O)N3CCOCC3)cn2)CC1	-0.8	-0.1	-2.0	1.0	0.8	0.9	-0.6	-1.5	2.4	2.5	-0.5
